# NCI-60 one-dose screen, 48 h, at 10 µM unless noted. Numbers give growth in % (100 = growth as untreated, 0 = no growth, -100 = all killed).
# NCI-H460 = NCI-H460 lung cancer | AID 1794736 | actives 6.8% (n = 82,000)
# NCI-H23 = NCI-H23 lung cancer; actives 4% (n = 80,000)
# NCI-H226 = NCI-H226 lung cancer; actives 3.5% (n = 79,000); AID 1794732
# NCI/ADR-RES = NCI/ADR-RES ovarian cells. actives 4.4% (n = 81,000)
# KM12 = KM12 colon cancer cells. actives 5% (n = 82,000). AID 1794800
# NCI-H522 = NCI-H522 lung cancer; actives 8% (n = 78,000); AID 1794739
# IGROV1 = IGROV1 ovarian cancer. actives 4.7% (n = 79,000). AID 1794786
# NCI-H322M = NCI-H322M lung cancer. actives 2.7% (n = 80,000)
# COLO 205 = COLO 205 colon cancer | actives 7.3% (n = 79,000) | AID 1794742
# An asterisk follows results filed as active; / = not tested or not shown; & = joins results of further samples. Rule for the calls: active = growth percent below 10; inactive = the rest.
SMILES,NCI-H460,NCI-H23,NCI-H226,NCI/ADR-RES,KM12,NCI-H522,IGROV1,NCI-H322M,COLO 205
CC/C(=C(/c1ccc(O)cc1)c1ccc(OCCCN(C)C)cc1)c1ccc(Cl)cc1,104,104,100,104,93,103,104,105,111
C=C1[C@H](OC(=O)C(C)C)[C@@H](OC(C)=O)[C@@H](OC(=O)c2cccnc2)C(C)(C)/C=C/[C@@H](C)C(=O)[C@@]2(O)C[C@H](C)[C@H](OC(=O)CC)[C@@H]2[C@H]1OC(C)=O,67,96,93,94,99,85,118,89,83
O=S(=O)(O)c1cccc(Nc2ccc3ccccc3c2)c1,101,92,87,97,91,88,84,/,98
CCCCCCCCCCOC(=O)N1C(=O)NC(=O)C1c1ccccc1 (stereo not drawn),117,107,96,/,104,88,111,114,125
CCCCCCCC/C=C\CCCCCCCCOc1ccccc1CC(=O)NCC[N+]1(C)CCCC1,52,78,93,110,52,47,11,103,43
Cc1nc2ccc(CN(C)c3ccc(C(=O)N[C@@H](CCC(=O)O)C(=O)O)s3)cc2c(=O)[nH]1,29,55,56,44,73,72,72,86,59
O=C1/C(=C/c2ccc([N+](=O)[O-])cc2)Oc2cc(O)ccc21,105,96,/,102,102,85,119,103,116
CC(=O)Nc1c(Cl)cc(N)cc1Cl,108,103,102,104,99,102,101,97,112
N/C(=N\OC(=O)c1ccccc1)C(C(=O)NOC(=O)c1ccccc1)C1CCCCC1 (stereo not drawn),35,49,100,45,20,-47*,-56*,85,77
N#Cc1c(-c2cccs2)cc(-c2cnccn2)nc1SCC(=O)Nc1ccc(F)cc1,81,91,103,105,101,/,83,112,113
CC(O)c1ccc[n+]([O-])c1 (stereo not drawn),129,119,97,124,118,99,98,98,/
CCOC(=O)C1=C(N)N(c2ccc(Cl)cc2)C2=C(C(=O)CC(C)(C)C2)C1c1ccccc1OC (stereo not drawn),49,81,70,60,46,57,73,85,50

# Limited to COLO 205, NCI-H23 and NCI-H226, for 2 of the compounds above:
Molecule | COLO 205 | NCI-H23 | NCI-H226
CCCCCCCCCCOC(=O)N1C(=O)NC(=O)C1c1ccccc1 (stereo not drawn) | 125 | 107 | 96
CCCCCCCC/C=C\CCCCCCCCOc1ccccc1CC(=O)NCC[N+]1(C)CCCC1 | 43 | 78 | 93

# (cont.)
SMILES,NCI-H460,NCI-H23,NCI-H226,NCI/ADR-RES,KM12,NCI-H522,IGROV1,NCI-H322M,COLO 205
CCOC(=O)c1c(N/C=C/C(=O)c2cc3cc(Br)ccc3oc2=O)sc2c1CCCC2,107,98,87,96,105,56,96,95,134
Cc1cccc(NC(=O)Nc2cccc(C)c2)c1,104,97,109,97,104,104,102,107,102
COc1c(C(C)=O)c(OCCCCOc2c(C(C)=O)c(OC)c3ccoc3c2OC)c(OC)c2occc12,80,69,65,23,50,-7.7*,/,85,77
O=c1c2ccccc2nc(COc2ccccc2)n1NCc1ccc([N+](=O)[O-])cc1,99,95,88,88,63,63,91,101,118
CC1CC(C)C2C(C1)C(=O)C(C)C1C(C)CC(C)C(C(C)O[C@H]3OC(CO)[C@H](O)C(O[C@@H]4OC(CO)[C@@H](O)C(O)[C@@H]4O)[C@H]3O)OC(=O)C12 (stereo partly drawn),112,103,99,103,112,122,88,108,115
CCCCn1c(C)nc2ccc(Nc3nc(N4CCN(C)CC4)nc4nc[nH]c34)cc21,104,95,93,104,94,87,94,91,88
COc1ccc(C2CC(c3cc(OC)c(OC)c(OC)c3)=NN2c2ccc(S(N)(=O)=O)cc2)cc1 (stereo not drawn),59,/,62,55,64,67,74,68,76
Cc1cc(C)c2c(Nc3ncnc4c3sc3ncccc34)n[nH]c2n1,103,101,97,107,92,95,130,105,105
CCN1CCN(c2cc(C(=O)Nc3nc(-c4cc(OC)c(OC)c(OC)c4)cs3)cc(C(F)(F)F)c2)CC1,57,79,87,56,71,68,42,78,58
N#CC1(Nc2ccc3c4c(cccc24)CC3)CCCCC1,105,93,82,103,90,63,88,85,95
O=S(=O)(NCCCNc1nccc(-c2cn(-c3ccccc3)nc2-c2ccc(Cl)c(O)c2)n1)c1ccc(O)cc1,107,105,88,100,101,70,110,/,103
[O-]c1c[n+](-c2ccc(Cl)cc2)no1,101,106,103,103,96,122,81,94,103
CC(C)(C)Oc1ccc(OC[C@@H]2Cc3cc(F)ccc3CN2C(=O)c2cccc3ccccc23)cc1,68,65,69,67,71,68,67,73,69
CCCNC(=O)c1sc2ncnc(Oc3ccc(NC(=O)Nc4cccc(OC)c4)cc3)c2c1C,102,86,88,88,71,64,92,/,91
O=[N+]([O-])c1ccc2[nH]c3nccc(NCc4cccc(Cl)c4)c3c2c1,27,82,84,64,85,50,93,78,68
CN(C)C(=S)Oc1ccccc1C1SCCS1,104,97,93,/,94,107,103,96,110
CCCCCCCCC(=O)N1CCOCC1,115,111,103,105,103,116,113,100,135
CN1CCN(Cc2ccc(NC(=O)c3[nH]ncc3Nc3ccnc4ccnn34)cc2)CC1,64,62,66,107,33,56,58,80,39
CC(C)Sc1nc(NNC(N)=O)c(C#N)c(-c2ccc(F)cc2)n1,100,97,96,96,80,72,97,92,97
O=c1c2ccccc2oc2ccc(OCCCCCN3CCCCCC3)cc12,79,72,91,78,69,70,77,86,44
Cc1ccc(C2N3C(=O)CC[C@@H]3O[C@@H]3CCC(=O)N23)cc1 (stereo partly drawn),104,97,103,106,102,102,109,95,109
CCSCCC1(CCC(C)C)C(=O)NC(=Nc2ccccc2)NC1=O (stereo not drawn),96,85,87,87,93,64,91,100,104
O=C(c1ccc(-c2nc(CSc3nc4ccccc4s3)no2)cc1)N1CCSCC1,70,53,68,53,58,20,78,100,88
COc1ccc(-c2csc(NC(=O)COC(=O)/C=C/c3ccco3)n2)cc1,103,103,88,102,94,92,95,122,/
Cc1c[nH]c(=O)n(C)c1=O,111,/,106,103,105,100,108,115,117
COc1ccc(C(Cl)C(F)(F)F)cc1 (stereo not drawn),114,107,109,110,104,95,96,98,109
C#CC(O)c1ccccc1 (stereo not drawn),104,106,100,107,107,102,108,104,108
O=c1[nH]c2ccccc2s1,106&102&103,99&99&108,105&98&97,107&99&105,97&95&108,93&87&101,92&102&109,99&103&105,94&110&107
CCCCCCCCCC=O,115,105,/,106,106,93,99,100,105
CC(C)[C@@H](O)CC[C@@H](C)[C@H]1CC[C@@]2(C)C3CC[C@H]4[C@@H](C)[C@@H](O)CC[C@@]45C[C@@]35CC[C@]12C (stereo partly drawn),102,104,95,103,109,76,108,107,105
N#CCNc1ccc(C(=O)O)cc1,103,101,95,105,105,90,103,114,110
CCn1cc(C(=O)O)c(=O)c2cc(F)c(N3CCN(C(=O)CSc4nc(NC(=O)c5ccccc5)cc(=O)[nH]4)CC3)cc21,105,91,91,109,110,96,93,85,112
O=C(Nc1ccccc1C(=O)N/N=C(\c1ccccc1)c1ccccn1)c1ccc(F)cc1,6.1*,28,27,9.8*,27,23,23,26,11
Oc1c(Br)cc(CNC2CCCCC2)cc1Br,113,107,100,96,110,94,110,107,104
CN(C)[C@@H]1C(=O)C(C(N)=O)=C(O)[C@@]2(O)C(=O)C3=C(O)c4c(O)ccc(Cl)c4[C@@H](O)[C@H]3C[C@@H]12,70,84,78,91,76,77,54,65,91
O=C(NNc1nc2cc(F)c(F)cc2n2c(CN3CC4CNCC4C3)ccc12)c1ncccn1 (stereo not drawn),2.3*,26,11,62,19,0.2*,15,28,9.4*
C#CCOc1ccc(/C=N/Nc2nc(-c3ccc(C)cc3)cs2)cc1OCC#C,92,69,71,84,91,68,113,99,102
NC(Cc1cccc(F)c1)C(=O)O (stereo not drawn),110,105,104,106,109,85,105,103,113
CCN1CCN(Cc2ccc(C(=O)Nc3cccc(Nc4ccc5c(OC)cccc5n4)c3)cc2C(F)(F)F)CC1,-69*,-96*,-86*,-81*,-38*,-83*,-84*,-100*,-67*
CN(C)c1ccc(C=Nc2ccccc2)cc1,102,80,90,94,84,85,/,103,119
CCCN1[C@@H]2CC[C@H]1/C(=C\c1cc(OC)ccc1OC)C1=C2[C@@H](c2cc(OC)ccc2OC)C(C#N)=C(N)O1,46,85,72,77,70,68,80,103,62
O=S(=O)(NCCCNc1nccc(-c2c(-c3cccc(O)c3)nc3occn23)n1)c1ccc(Cl)cc1,93,95,108,112,86,88,60,103,28
COc1c(Cl)cc(Cl)c(Cl)c1Cc1c(O)c(Cl)cc(Cl)c1Cl,98,95,81,101,106,87,106,101,104
CC(C)OC(=O)[C@H](C)N[P@](=O)(OC[C@@H]1[C@@H](CO[P@@](=O)(N[C@@H](C)C(=O)OC(C)C)Oc2ccccc2)C=C[C@H]1n1cnc2c(N)ncnc21)Oc1ccccc1,104,98,96,102,104,83,102,93,93
Cc1ccc(Nc2nc(N)[nH]c(=O)c2N=O)cc1C,112,93,106,86,108,100,85,96,109
Cc1ccc(C)c(NC(c2ccc(OC(F)F)c(OCC3CC3)c2)c2nnnn2C2CCCCC2)c1 (stereo not drawn),90,91,82,95,96,84,109,98,108
Nc1cnc(Nc2ccc(OCCN3CCCC3)cc2)nc1N1Cc2ccccc2NC1=O,108,93,102,102,102,97,88,90,104
O=C1NC(=O)C(=Cc2cn(Cc3cccc4ccccc34)c3ccccc23)C(=O)N1,54,78,74,88,101,101,71,109,105
C1CC[N+]2(CC1)CC[N+]1(CCCCC1)CC2,111,106,91,108,108,/,98,91,118
O=C1NC(=C(Cl)Cl)/C(=N/S(=O)(=O)N2CCCC2C2(C(F)(F)F)N=N2)N1 (stereo not drawn),110,107,106,113,109,94,113,110,116
CCCCCCCCCCCCCCCCCC1OCC(COC(=O)O[C@]2(CC)C(=O)OCc3c2cc2n(c3=O)Cc3cc4ccccc4nc3-2)O1 (stereo partly drawn),31,75,75,67,95,83,82,101,79

# Rewritten with bars between the fields: entries from further up
mol | NCI-H460 | NCI-H23 | NCI-H226 | NCI/ADR-RES | KM12 | NCI-H522 | IGROV1 | NCI-H322M | COLO 205
CN(C)c1ccc(C=Nc2ccccc2)cc1 | 102 | 80 | 90 | 94 | 84 | 85 | / | 103 | 119
CCCN1[C@@H]2CC[C@H]1/C(=C\c1cc(OC)ccc1OC)C1=C2[C@@H](c2cc(OC)ccc2OC)C(C#N)=C(N)O1 | 46 | 85 | 72 | 77 | 70 | 68 | 80 | 103 | 62
O=S(=O)(NCCCNc1nccc(-c2c(-c3cccc(O)c3)nc3occn23)n1)c1ccc(Cl)cc1 | 93 | 95 | 108 | 112 | 86 | 88 | 60 | 103 | 28
COc1c(Cl)cc(Cl)c(Cl)c1Cc1c(O)c(Cl)cc(Cl)c1Cl | 98 | 95 | 81 | 101 | 106 | 87 | 106 | 101 | 104
CC(C)OC(=O)[C@H](C)N[P@](=O)(OC[C@@H]1[C@@H](CO[P@@](=O)(N[C@@H](C)C(=O)OC(C)C)Oc2ccccc2)C=C[C@H]1n1cnc2c(N)ncnc21)Oc1ccccc1 | 104 | 98 | 96 | 102 | 104 | 83 | 102 | 93 | 93

# Source: PubChem BioAssay
